Bioassay records from PubChem BioAssay.
COUP-TFII inh = NR2F2 (human) inhibition, primary screen; P24468; HEK293T NGFI-A luciferase reporter, luminescence; inhibition, % at 8.6 µM; hit rate 0.7% among 370,000; AID 686940;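 active = inhibition above a per-plate cutoff, mean inhibition of test wells between control levels plus 3 SD, cut at about 38% in these data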;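 also: cells cotransfected with COUP-TFII expression vector driving the NGFI-A reporter; 0% = median of COUP-TF2 test wells and 100% = reporter-only cells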
Target sequence (P24468 whole entry, looked up): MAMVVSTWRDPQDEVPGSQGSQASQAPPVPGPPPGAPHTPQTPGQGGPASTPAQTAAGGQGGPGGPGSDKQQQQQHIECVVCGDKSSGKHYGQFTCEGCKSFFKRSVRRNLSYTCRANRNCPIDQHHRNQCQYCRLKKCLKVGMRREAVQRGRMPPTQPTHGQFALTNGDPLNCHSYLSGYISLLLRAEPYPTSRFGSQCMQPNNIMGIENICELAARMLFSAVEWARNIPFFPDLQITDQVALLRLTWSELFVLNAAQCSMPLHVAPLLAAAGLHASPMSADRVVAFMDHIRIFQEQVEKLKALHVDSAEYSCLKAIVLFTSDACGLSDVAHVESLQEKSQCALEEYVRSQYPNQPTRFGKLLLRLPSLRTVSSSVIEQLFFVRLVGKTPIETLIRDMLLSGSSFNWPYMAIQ
NR5A2 inv ag = NR5A2 inverse agonism in reporter assay; O00482; HEK293T StAR-luciferase reporter, LRH-1 transfected, 24 h; inhibition, % at 3.6 µM; hit rate 0.13% among 360,000; AID 602396;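 active = inhibition above the mean inhibition of all tested compounds plus 3 SD, cut at about 73% in these data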;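 also: 0% = DMSO wells and 100% = reporter-only cells lacking LRH-1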
TLR9-MyD88 block = blocks human TLR9 binding to MyD88 | Q9NR96+Q99836 | CHO BLA complementation TLR9-MyD88, CCF4 FRET ratio | inhibition, % at 4.98 µM | hit rate 0.21% among 340,000;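 active = inhibition above the mean over all tested compounds plus 3 SD, cut at about 21% in these data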;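 also: 0% = DMSO only wells and 100% = clavulanate BLA inhibitor control wells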
TRAIL sens C8 = sensitizes caspase-8 expressing cells to TRAIL. AID 624354. hit rate 1% among 360,000. NB7+C8 cells + TRAIL, ATPlite viability luminescence. inhibition (viability loss, TRAIL sensitization), % at 10 µM;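 active = compounds causing at least 50% loss of cell viability in the single-dose screen, relative to plate controls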
TROY NFkB inh = inhibitors of TROY-dependent NF-kB signaling | Q293 LMP1-TROYcd NF-kB luciferase reporter, 4 h | inhibition, % at 10 µM | AID 1347056 | hit rate 0.98% among 360,000;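 active = compounds whose plate-normalised and pattern-corrected inhibition of the luciferase reporter signal at the single screening dose is 50% or more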
NOD2-RIPK2 inh = inhibitors of human NOD2-RIPK2 interaction | O43353 | hit rate 0.38% among 360,000 | inhibition, % at 4.98 µM | CHO BLA complementation NOD2-RIPK2, CCF4 ratio; in the data active = inhibition above about 21%;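 also: 0% = vehicle only and 100% = reference blocker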
Target sequence (O43353 whole entry, looked up): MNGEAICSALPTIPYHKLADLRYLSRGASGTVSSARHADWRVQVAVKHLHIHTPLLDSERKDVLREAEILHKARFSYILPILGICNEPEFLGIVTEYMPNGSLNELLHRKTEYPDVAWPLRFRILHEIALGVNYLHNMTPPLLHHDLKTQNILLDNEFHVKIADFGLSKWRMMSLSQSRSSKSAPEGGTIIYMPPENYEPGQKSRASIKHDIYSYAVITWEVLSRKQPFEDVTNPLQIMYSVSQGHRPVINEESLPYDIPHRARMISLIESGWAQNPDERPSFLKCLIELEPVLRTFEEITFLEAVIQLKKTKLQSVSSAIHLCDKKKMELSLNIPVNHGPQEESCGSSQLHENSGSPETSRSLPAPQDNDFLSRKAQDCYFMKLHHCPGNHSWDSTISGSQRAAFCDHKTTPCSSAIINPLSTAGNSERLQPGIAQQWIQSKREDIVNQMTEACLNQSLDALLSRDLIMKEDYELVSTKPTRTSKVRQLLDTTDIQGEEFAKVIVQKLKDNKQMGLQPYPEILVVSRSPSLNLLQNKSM
LMP1 NFkB inh = Epstein-Barr LMP1 NF-kappaB reporter inhibition; AID 504558; hit rate 0.69% among 350,000; inhibition, % at 12.5 µM; LMP1-induced NF-kappaB luciferase reporter cells, luminescence; in the data active = inhibition above about 41%;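 also: 0% = neutral control wells and 100% = reference inhibitor control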
SRC1 inh = human NCOA1 inhibition. inhibition, % at 3.6 µM. HEK293 GAL4-SRC1 luciferase reporter, luminescence. hit rate 0.12% among 360,000;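 active = inhibition above the campaign mean plus 3 SD, with each screening campaign given its own cutoff, cut at about 60% in these data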;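 also: 0% = DMSO treated cells and 100% = gossypol at 36 µM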
NCOA3 inh = human NCOA3 inhibition | hit rate 0.17% among 360,000 | Q9Y6Q9 | inhibition, % at 3.6 µM | AID 588352 | HEK293 GAL4-SRC3 luciferase reporter, luminescence;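 active = inhibition above a per-campaign cutoff, the mean of all compounds plus 3 SD, cut at about 60% in these data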;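 also: 0% = DMSO-treated cells and 100% = gossypol-treated cells at 36 µM; higher means less SRC3-driven luciferase light from the GAL4 reporter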
SRC2 inh = inhibits human steroid receptor coactivator 2. HEK293 GAL4-SRC2 luciferase reporter, luminescence. inhibition, % at 9 µM. AID 651957. Q15596. hit rate 0.17% among 370,000;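 active = inhibition above the mean inhibition of all tested compounds plus 3 SD, set per campaign, cut at about 52% in these data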;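 also: 0% = DMSO treated cells and 100% = cells given Gossypol at 36 µM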
TWEAK Fn14 block = blocks TWEAK-Fn14 interaction in a reporter cell assay. hit rate 2% among 360,000. TWEAK-stimulated Fn14 reporter cells, luciferase luminescence, 8 h. AID 1159606. inhibition, % at 10 µM; in the data active = inhibition above about 50%
* marks the source's active call; other numbers are inactive results; . = no result given. Only part of the results is shown, so the mix of outcomes need not match the whole.

SMILES	COUP-TFII inh	NR5A2 inv ag	TLR9-MyD88 block	TRAIL sens C8	TROY NFkB inh	NOD2-RIPK2 inh	LMP1 NFkB inh	SRC1 inh	NCOA3 inh	SRC2 inh	TWEAK Fn14 block
COc1ccc(NC(=O)c2cc3ccccc3o2)cc1OC	-33	-45	12	7	-70	-1	-5	-49	-42	-26	-22
O=[N+]([O-])c1cccc(S(=O)(=O)NCCCN2CCOCC2)c1	2	-11	-4	0	0	-4	0	-11	-3	17	2
COc1ccccc1-c1cc(C(F)(F)F)nc(N2CCN(c3ccccc3)CC2)n1	1	9	-12	4	-1	-3	-8	2	15	-10	7
COc1ccc(CN(C(=O)/C=C/c2ccccc2Cl)C2CCS(=O)(=O)C2)cc1 (stereo not drawn)	9	-3	-1	-5	25	-4	0	-32	10	-15	-1
Cc1noc(C)c1COc1ccc(C(=O)OC(C)C(=O)Nc2ccc(S(=O)(=O)N3CCOCC3)cc2)cc1 (stereo not drawn)	3	-11	9	12	-8	9	10	-23	17	-14	-16
Cc1ccc(CC(=O)NCc2ccc(Cl)cc2)cc1	18	9	-2	-8	-33	-3	8	-13	5	-14	8
CCOCC(=O)Nc1cccc(NC(C)=O)c1	13	0	-18	-9	14	-5	-11	10	20	-44	-17
CCOC(=O)[C@@H]1[C@H]2COc3ccccc3[C@H]2N2C(=O)N(c3ccc(OC)cc3)C(=O)[C@]12C	1	-23	-16	-3	0	5	8	2	-2	-7	-3
CC1=C(C(=O)OCc2ccccc2)C(c2ccc(Cl)cc2Cl)NC(=O)N1CCCC(=O)O (stereo not drawn)	.	-18	-6	-21	1	-10	3	-10	11	.	3
COc1ccccc1C(=O)Nc1ccnn1C1CCN(CCCC2CCCC2)CC1	4	2	-2	-4	4	4	-3	-9	3	-26	-17
CC(=O)N1CCN(Cc2nc3cc(Cl)ccc3c(=O)[nH]2)CC1	17	6	-9	4	12	-1	-2	-5	14	-38	36
O=C1NC[C@H](CCCCN2C[C@H](Cc3ccccc3)N(CCc3ccc(O)cc3)C(=O)C2=O)N(CCc2ccccc2)C1=O	-2	6	.	-5	-2	-4	.	.	.	23	7
COc1cccc(C2CC(=O)Nc3cc4c(cc32)OCCO4)c1OC(C)C (stereo not drawn)	-4	-8	0	13	9	2	-10	-14	-5	16	8
Cc1csc(NC(=O)c2nc3nccc(C)n3n2)n1	-21	-86	4	-1	-34	-13	-7	-88	-37	-86	6
CCCc1nnc(NC(=O)C2CC(=O)N(C3CCCC3)C2)s1 (stereo not drawn)	3	8	-16	-9	-13	-11	-1	2	-7	-25	12
OCC(CO)(CO)N=Cc1cc(Br)ccc1O	14	15	-8	-5	-10	2	-16	13	15	8	1
COC(=O)CSc1nc2c(c(=O)n(C)c(=O)n2C)n1CCCc1ccccc1	2	-8	-7	-5	-8	5	-7	4	-10	0	-10
CCOc1ccc(-c2cn(-c3ccc(OC)cc3)c(SC)n2)cc1	-45	-121	-9	5	-78	-6	-41	-120	-55	-64	-30
CC1(c2ccc3noc(-c4ccccc4)c3c2)OCCO1	-3	15	-5	12	-12	-4	3	10	7	23	-7
O=C(c1ccc(F)cc1)c1ccc(N2CCCCC2)cc1	-11	-95	2	18	-67	-7	-4	-94	-101	-38	-40
Cc1ccc(C(=O)N2C(CC(=O)Nc3ccc(Cl)cc3)C(=O)NC3CCCCC32)cc1 (stereo not drawn)	16	2	-20	8	12	1	-6	-34	3	18	28
CC(=O)NCCN1C(=O)S/C(=C\c2cccs2)C1=O	-31	-8	2	-4	-4	6	-5	-21	1	-26	14
Cc1ccc(NC(=O)CN(C)C(=O)Cn2c(=O)oc3ccccc32)cc1	11	-5	8	10	-48	-4	1	-12	12	-42	0
C=CCN(CC=C)C(=S)NC(=O)c1ccc(C)c(Br)c1	11	5	-8	26	-8	-7	15	3	3	-3	-6
COc1ccc(OC)c(S(=O)(=O)N2CCCC(C(=O)N3CCCCCC3)C2)c1 (stereo not drawn)	8	12	-8	-8	12	-17	4	-9	19	6	0
CCCCn1c(N)c(N(CC(C)C)C(=O)c2c(CC)noc2C)c(=O)[nH]c1=O	-5	13	-4	-12	-15	5	2	9	9	-8	5
O=C(NC(Nc1nc2ccc([N+](=O)[O-])cc2s1)(C(F)(F)F)C(F)(F)F)c1cccnc1	77*	91*	-5	31	15	5	32	69*	78*	-29	51*
COc1cccc(C(=O)N2CCN(Cc3ccc(OC)cc3OC)CC2)c1	-4	-3	8	-3	1	-1	1	12	-1	22	-11
C/C(=N/NC(=O)c1ccc(Cl)s1)c1ccc(NC(=O)COc2ccc(Cl)cc2)cc1	-18	-1	1	33	-32	-4	-12	-6	-30	7	-54
COC(=O)c1cc(NC(=O)CN2CCc3cc4c(cc3C2)OCCCO4)cc(C(=O)OC)c1	22	20	-1	-4	2	-11	2	6	1	-5	-14

11 entries from above, set out differently:
| compound | COUP-TFII inh | NR5A2 inv ag | TLR9-MyD88 block | TRAIL sens C8 | TROY NFkB inh | NOD2-RIPK2 inh | LMP1 NFkB inh | SRC1 inh | NCOA3 inh | SRC2 inh | TWEAK Fn14 block |
| --- | --- | --- | --- | --- | --- | --- | --- | --- | --- | --- | --- |
| O=C(c1ccc(F)cc1)c1ccc(N2CCCCC2)cc1 | -11 | -95 | 2 | 18 | -67 | -7 | -4 | -94 | -101 | -38 | -40 |
| Cc1ccc(C(=O)N2C(CC(=O)Nc3ccc(Cl)cc3)C(=O)NC3CCCCC32)cc1 (stereo not drawn) | 16 | 2 | -20 | 8 | 12 | 1 | -6 | -34 | 3 | 18 | 28 |
| CC(=O)NCCN1C(=O)S/C(=C\c2cccs2)C1=O | -31 | -8 | 2 | -4 | -4 | 6 | -5 | -21 | 1 | -26 | 14 |
| Cc1ccc(NC(=O)CN(C)C(=O)Cn2c(=O)oc3ccccc32)cc1 | 11 | -5 | 8 | 10 | -48 | -4 | 1 | -12 | 12 | -42 | 0 |
| C=CCN(CC=C)C(=S)NC(=O)c1ccc(C)c(Br)c1 | 11 | 5 | -8 | 26 | -8 | -7 | 15 | 3 | 3 | -3 | -6 |
| COc1ccc(OC)c(S(=O)(=O)N2CCCC(C(=O)N3CCCCCC3)C2)c1 (stereo not drawn) | 8 | 12 | -8 | -8 | 12 | -17 | 4 | -9 | 19 | 6 | 0 |
| CCCCn1c(N)c(N(CC(C)C)C(=O)c2c(CC)noc2C)c(=O)[nH]c1=O | -5 | 13 | -4 | -12 | -15 | 5 | 2 | 9 | 9 | -8 | 5 |
| O=C(NC(Nc1nc2ccc([N+](=O)[O-])cc2s1)(C(F)(F)F)C(F)(F)F)c1cccnc1 | 77* | 91* | -5 | 31 | 15 | 5 | 32 | 69* | 78* | -29 | 51* |
| COc1cccc(C(=O)N2CCN(Cc3ccc(OC)cc3OC)CC2)c1 | -4 | -3 | 8 | -3 | 1 | -1 | 1 | 12 | -1 | 22 | -11 |
| C/C(=N/NC(=O)c1ccc(Cl)s1)c1ccc(NC(=O)COc2ccc(Cl)cc2)cc1 | -18 | -1 | 1 | 33 | -32 | -4 | -12 | -6 | -30 | 7 | -54 |
| COC(=O)c1cc(NC(=O)CN2CCc3cc4c(cc3C2)OCCCO4)cc(C(=O)OC)c1 | 22 | 20 | -1 | -4 | 2 | -11 | 2 | 6 | 1 | -5 | -14 |

The results go on:
SMILES	COUP-TFII inh	NR5A2 inv ag	TLR9-MyD88 block	TRAIL sens C8	TROY NFkB inh	NOD2-RIPK2 inh	LMP1 NFkB inh	SRC1 inh	NCOA3 inh	SRC2 inh	TWEAK Fn14 block
Cc1ccc(NC(=O)Cn2cc(C(F)(F)F)cc(Cl)c2=O)cc1S(=O)(=O)N1CCCCC1	25	12	6	-3	-2	3	0	-11	-11	16	-4
O=C(NCCCN1CCCC1=O)c1cc2c(s1)CCCCC2	6	-14	3	1	-31	-12	-4	-15	-12	17	17
CN(CCc1ccccn1)C(=O)CCC1CCCN(C(=O)c2c(F)ccc(F)c2F)C1 (stereo not drawn)	15	4	-2	-21	5	-1	4	-8	-2	-3	-6
CS(=O)(=O)Nc1cccc(C2=NN(C(=O)c3ccco3)C(c3ccco3)C2)c1 (stereo not drawn)	4	11	5	20	2	-13	-8	-10	7	3	9
CC(O)(c1ccc(F)c(F)c1)c1nc(-c2ccccc2)cs1 (stereo not drawn)	-3	8	.	5	1	0	.	4	-2	-4	26
COc1ccc(S(=O)(=O)NCc2csc(C)n2)cc1	-2	6	4	-4	.	4	-8	-12	-1	18	-6
Cc1c(N(C(=O)Cc2cccs2)C2(C(=O)NC3CCCC3)CCCCC2)c(=O)n(-c2ccccc2)n1C	5	-4	-8	-5	22	-1	0	7	14	8	31
CC(NC(=O)CSc1nc2ccccc2n1C)c1ccccc1 (stereo not drawn)	-7	14	6	-13	3	-2	-10	26	-10	7	25
CCC(C)[C@H]1CNCCN1CCc1cccc2ccccc12 (stereo partly drawn)	14	10	-2	-8	-15	-14	3	13	8	-34	2
Cc1cc(=O)[nH]c(SCC(=O)Nc2cccc(S(=O)(=O)N3CCOCC3)c2)n1	-16	-3	-2	-8	6	9	4	-9	9	7	4
CC1(OC(=O)C2CCCC2)C(=O)C=C2C=C3CCCCN3C=C2C1=O (stereo not drawn)	.	-4	-10	-8	-6	-3	0	-4	-10	.	-9
COCCN(C(=O)COc1ccccc1C#N)c1c(N)n(Cc2ccccc2)c(=O)[nH]c1=O	-10	9	0	2	-10	-6	-3	-3	1	-11	-5
O=C(COc1ccc(Cl)cc1)Nc1cc2c3c(c1)CC(=O)N3CCC2	16	-14	-11	-3	-7	-5	-2	12	16	-22	-7
CCOc1ccc(NC(=O)CN2CCN(CC(=O)Nc3cccc(F)c3)CC2)cc1	6	3	-1	-5	0	-2	-3	4	13	-35	-19
CCOC(=O)C1CCN(S(=O)(=O)c2cccc(-c3cn4cccc(C)c4n3)c2)CC1	-3	10	-3	9	18	0	2	-22	29	2	19
Cc1ccccc1OCc1nnc2n1CC(C)S2 (stereo not drawn)	8	21	-15	-11	-30	-4	-7	11	1	-12	-9
COc1ccc(-c2cc(C(=O)N3CCCCCC3)c3ccccc3n2)cc1OC	0	-39	-5	1	-9	-9	6	2	8	19	-2
CN(C)c1ccc(CCc2ccc(N)cc2)cc1	59*	10	7	-2	30	-2	13	-4	15	45	44
Cc1cc2ccccc2c(=O)n1CC(=O)NCC(=O)N1CCN(c2ccccc2F)CC1	-9	3	1	14	10	-3	9	5	16	-19	-7
FC(F)(F)c1cnc(-c2cnc(-c3ccncc3)nc2)c(Cl)c1	-1	-45	7	16	-21	5	-13	-98	-50	-32	-8
